Screening data from PubChem BioAssay.
ABHD4 inh – ABHD4 (mouse) inhibition, primary FP screen. Q8VD66. purified mABHD4, FP-Rh probe fluorescence polarization. inhibition, % at 8.92 µM. 0.54% of 370,000 active;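 active means inhibition exceeding the mean over every tested compound plus 3 SD, cut at about 30% in these data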;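 further: 0% = plate median of compound wells and 100% = S159A mutant with DMSO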
Target sequence (Q8VD66 whole entry, looked up): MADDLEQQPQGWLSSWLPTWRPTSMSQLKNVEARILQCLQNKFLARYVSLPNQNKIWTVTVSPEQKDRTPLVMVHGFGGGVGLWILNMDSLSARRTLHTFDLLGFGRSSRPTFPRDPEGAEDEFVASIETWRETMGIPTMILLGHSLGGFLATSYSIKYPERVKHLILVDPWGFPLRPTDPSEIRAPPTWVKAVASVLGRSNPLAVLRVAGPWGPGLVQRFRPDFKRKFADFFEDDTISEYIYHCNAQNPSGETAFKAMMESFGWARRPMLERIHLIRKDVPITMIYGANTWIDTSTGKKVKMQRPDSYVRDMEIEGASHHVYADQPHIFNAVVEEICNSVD
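Assay system: wild-type mouse ABHD4 protein; compound: single nominal dose of 8.92 µM, 0.89% DMSO final; schedule: 45 min + 60 min at 25 °C; measured by: FP readout, ex 525 nm / em 598 nm; evaluation: % inhibition of FP-Rh probe binding versus controls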
PG9 Ab binder – small molecules binding HIV-1 gp120 antibody PG9; 0.43% of 360,000 active; inhibition, % at 6.7 µM; TR-FRET gp120-PG9 antibody binding; in the data active means inhibition above about 8.5%
TDP2 absorb – TDP2 (human) inhibition, absorbance primary screen. O95551. recombinant TDP2, T5PNP hydrolysis, p-nitrophenol absorbance 415 nm. inhibition, % at 12.8 µM. 0.34% of 370,000 active. AID 720702;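 active means inhibition above the mean of all tested compounds plus 3 SD, set per campaign, cut at about 25% in these data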;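 further: 0% = DMSO with enzyme and 100% = buffer with substrate but no TDP2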
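System: recombinant human TDP2 / Amount: 120 nM TDP2 per well / Also added: 5 mM T5PNP chromogenic substrate / Doses: 12.8 µM single point, 1% DMSO / Incubation: 2 h at 37 °C / Detection: p-Nitrophenol epi absorbance / Evaluation: % inhibition relative to enzyme-containing and enzyme-free wells / Repeats: singlicate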
Tn7 DDE FP – inhibitors of Tn7 peptide binding to human fibrin DD(E); P02675; FP displacement of FITC-Tn7 peptide from fibrin DD(E); 0% = median of compound wells per plate; inhibition, % at 8.3 µM; 0.13% of 370,000 active; AID 720508;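 active means inhibition above the mean of compounds falling within the control limits plus 3 SD of them, cut at about 14% in these data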;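 further: 0% = plate median of compound wells and 100% = 10 µM Aha-Tn7 peptide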
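Measure: % inhibition scaled between sample-field median and high-control FP; Test system: human fibrin DD(E); Quantity: 2 µM final DD(E) protein; Doses: one dose, 8.3 µM nominal; Schedule: compound with protein 10 min, then 3 h after probe, room temperature; Detection: fluorescence polarization; Medium: Tris buffer with calcium and detergent, pH 7.8.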
HTRA1 inh – HTRA1 (human) protease inhibition. Q92743. recombinant HTRA1, FP-rhodamine activity-based probe, fluorescence polarization. inhibition, % at 5.96 µM. 0.5% of 340,000 active. AID 504803; in the data active means inhibition above about 36%;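 further: 0% = enzyme with DMSO and 100% = wells lacking enzyme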
PRMT1 inh – inhibitors of human PRMT1. recombinant PRMT1, activity-based probe fluorescence polarization. inhibition, % at 2.79 µM. 1.3% of 370,000 active;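 active means inhibition above about 21% made by adding two undisclosed values, limit read from the data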
Target sequence (Q99873 whole entry, looked up): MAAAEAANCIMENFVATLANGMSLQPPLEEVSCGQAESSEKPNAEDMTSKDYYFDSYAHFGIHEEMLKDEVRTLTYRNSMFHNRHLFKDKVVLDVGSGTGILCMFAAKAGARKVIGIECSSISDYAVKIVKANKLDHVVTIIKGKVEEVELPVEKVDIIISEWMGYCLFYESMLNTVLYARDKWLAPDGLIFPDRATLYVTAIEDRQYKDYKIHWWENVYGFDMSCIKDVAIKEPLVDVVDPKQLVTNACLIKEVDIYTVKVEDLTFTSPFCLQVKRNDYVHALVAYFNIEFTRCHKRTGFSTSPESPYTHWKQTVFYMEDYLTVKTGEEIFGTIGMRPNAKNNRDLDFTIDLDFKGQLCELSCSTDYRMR
LEDGF integ inh – blocks HIV-1 LEDGF/p75-dependent DNA integration. TR-FRET IN-LEDGF/p75 DNA integration, Eu/Cy5. 0.64% of 370,000 active. AID 743269. inhibition, % at 3.7 µM;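 active means inhibition above the screen-wide mean plus 3 SD, cut at about 13% in these data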;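 further: signal is the Cy5 over europium emission ratio at 671 and 618 nm; 0% = plate median of compound wells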
SIAE inh – blocks human sialic acid acetylesterase; Q9HAT2; SIAE FP-Rh probe binding, fluorescence polarization; inhibition, % at 9.66 µM; 0.69% of 370,000 active; AID 1053197;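 active means inhibition above a cutoff: mean of compounds within the control limits plus 3 SD of those, cut at about 17% in these data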;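 further: 0% = plate median of compound wells and 100% = probe without SIAE protein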
TCR-CD3 inh – blocks the human TCR-CD3 interaction. AID 651800. inhibition, % at 9.4 µM. 0.37% of 360,000 active. TAMRA-labeled TCR probe fluorescence, biochemical; in the data active means inhibition above about 19%;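 further: recombinant mutant TCR 2C K166C tagged with TAMRA read by polarization; 0% = receptor in buffer alone and 100% = receptor with positive control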
UHRF1 binding – blocks human UHRF1 binding to methylated DNA; UHRF1 binding to methylated oligo, TR-FRET; Q96T88; inhibition, % at 4.4 µM; 0.75% of 370,000 active; in the data active means inhibition above about 21%;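 further: UHRF1 SRA domain binding a hemimethylated CpG hairpin DNA probe; 0% = median of test compound wells and 100% = reference inhibitor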
Active calls of the source: *; x = not tested or not shown.

nr | Molecule | PG9 Ab binder | Tn7 DDE FP | TCR-CD3 inh | LEDGF integ inh | SIAE inh | PRMT1 inh | ABHD4 inh | HTRA1 inh | UHRF1 binding | TDP2 absorb
1 | CCN(CCNS(=O)(=O)c1ccc2c(c1)oc(=O)n2C)c1ccccc1 | -1.0 | 1 | 9 | 1 | 7 | 1 | 6 | 6 | 0 | 11
2 | COc1ccc(N2CC(C(=O)N3CCOCC3)CC2=O)cc1 (configuration not stated) | -2.6 | -7 | -1 | -2 | 8 | 0 | -8 | 2 | -1 | 5
3 | COc1ccc(C(=O)NC(=S)N2CC(C)OC(C)C2)cc1 (configuration not stated) | 0.8 | -3 | -1 | -2 | 7 | 4 | -7 | -4 | 3 | 9
4 | Cc1cc[n+](CC(=O)c2ccc3c(c2)OCCO3)cc1 | -1.9 | 0 | 2 | -2 | -2 | 3 | 6 | 1 | 0 | 7
5 | Cn1nc(C(C)(C)C)cc1N1C(=O)CCC1(C)C(=O)NC1CCCCC1 (configuration not stated) | -0.4 | 5 | 5 | 3 | 2 | -4 | 6 | x | 1 | 0
6 | CSCC[C@H](NC(=O)c1cc([N+](=O)[O-])ccc1Cl)c1nc2ccccc2[nH]1 | -1.2 | -2 | 0 | 2 | 1 | -2 | 0 | 3 | 0 | 1
7 | CCCSc1cc(=O)n(-c2ccccc2)nc1C(=O)O | -1.6 | 5 | 0 | 1 | 0 | 2 | 5 | -1 | 11 | 16
8 | COc1cccc(NC(=O)c2ccccc2-c2nc(-c3ccc(Cl)cc3)no2)c1 | -1.1 | 0 | 0 | -1 | 5 | 0 | -10 | -22 | 0 | 14
9 | C[C@H](CO)N1C[C@H](C)[C@@H](CN(C)S(C)(=O)=O)OCc2cn(nn2)CCCC1=O | 0.1 | 0 | 2 | 0 | 0 | 1 | -1 | x | 5 | -3
10 | COc1ccc(-n2nc(C(=O)NCC(=O)NCCC3=CCCCC3)c3ccccc3c2=O)c(OC)c1 | 1.2 | -8 | 5 | 0 | -12 | -2 | -6 | 3 | -2 | 21

A few values from the list.
cpd 1 – TCR-CD3 inh = 9
cpd 2 – Tn7 DDE FP = -7
cpd 8 – PG9 Ab binder = -1.1
cpd 4 – Tn7 DDE FP = 0
cpd 3 – SIAE inh = 7
cpd 6 – SIAE inh = 1

Other results follow:
nr | Molecule | PG9 Ab binder | Tn7 DDE FP | TCR-CD3 inh | LEDGF integ inh | SIAE inh | PRMT1 inh | ABHD4 inh | HTRA1 inh | UHRF1 binding | TDP2 absorb
11 | COc1cc(C(=S)N2CCOCC2)ccc1OC(=O)c1ccc(Br)cc1 | 1.1 | -1 | -4 | -2 | -11 | 4 | -4 | -3 | -1 | -7
12 | CCCn1nnc2ccccc2c1=O | -0.5 | 0 | -10 | 2 | -2 | 3 | 1 | 6 | 2 | 8
13 | COC(=O)CC1COc2ccccc2N1C(=O)c1cccc(Cl)c1 (configuration not stated) | -1.1 | 3 | -9 | -1 | -4 | 3 | -2 | 7 | 7 | 4
14 | CCCC(CNC(=O)COC(=O)C1=NNC(=O)CC1)c1ccc(Cl)cc1Cl (configuration not stated) | 0.0 | 4 | 4 | -2 | -8 | -4 | -2 | -6 | 1 | -1
15 | CCOC(=O)C1=C(CCc2ccccc2)NC(=O)NC1c1ccc(Br)cc1 (configuration not stated) | 0.4 | 8 | 5 | -5 | -3 | 4 | -4 | -49 | -1 | -3
16 | C[n+]1cccc(C(=O)NCC2CCCO2)c1 (configuration not stated) | -0.7 | -3 | -2 | 0 | 2 | 2 | 4 | 12 | 2 | -8
17 | COc1ccc(CCNC(=O)c2ccc(CS(=O)(=O)Cc3ccc(C)cc3)o2)cc1OC | -0.5 | -4 | 0 | 0 | -2 | -2 | 4 | 6 | -3 | 6
18 | COc1ccccc1CNC(=O)CNC(=O)N1CC(=O)Nc2ccccc21 | -2.4 | 2 | 5 | 1 | -5 | -4 | 0 | -1 | 2 | -6
19 | Cc1nc(NC(=O)/C=C/c2ccc(F)cc2)sc1C(=O)N(C)C | -3.1 | -6 | 4 | 2 | -2 | 0 | 1 | 6 | -2 | -6
20 | CC(C)C(C(=O)NC1CCCC1)N(CC1CCCO1)C(=O)CNS(=O)(=O)c1ccc(F)cc1 (configuration not stated) | -0.2 | -6 | 1 | 2 | 3 | 3 | 1 | -3 | 28* | 4

Compound profiles, as listed above:
C[n+]1cccc(C(=O)NCC2CCCO2)c1 (configuration not stated) across the screens: PG9 Ab binder = -0.7; Tn7 DDE FP = -3; TCR-CD3 inh = -2; LEDGF integ inh = 0; SIAE inh = 2; PRMT1 inh = 2; ABHD4 inh = 4; HTRA1 inh = 12; UHRF1 binding = 2; TDP2 absorb = -8
CC(C)C(C(=O)NC1CCCC1)N(CC1CCCO1)C(=O)CNS(=O)(=O)c1ccc(F)cc1 (configuration not stated) across the screens: PG9 Ab binder = -0.2; Tn7 DDE FP = -6; TCR-CD3 inh = 1; LEDGF integ inh = 2; SIAE inh = 3; PRMT1 inh = 3; ABHD4 inh = 1; HTRA1 inh = -3; UHRF1 binding = 28*; TDP2 absorb = 4
CCCn1nnc2ccccc2c1=O across the screens: PG9 Ab binder = -0.5; Tn7 DDE FP = 0; TCR-CD3 inh = -10; LEDGF integ inh = 2; SIAE inh = -2; PRMT1 inh = 3; ABHD4 inh = 1; HTRA1 inh = 6; UHRF1 binding = 2; TDP2 absorb = 8

(continued)
nr | Molecule | PG9 Ab binder | Tn7 DDE FP | TCR-CD3 inh | LEDGF integ inh | SIAE inh | PRMT1 inh | ABHD4 inh | HTRA1 inh | UHRF1 binding | TDP2 absorb
21 | Cn1c(=O)c2[nH]c(NN=Cc3ccc(Br)cc3)nc2n(C)c1=O | -3.6 | 1 | 0 | 0 | 7 | -4 | 9 | 0 | 0 | 11
22 | O=C(Nc1cccc2c1CCCC2)c1ccc(Cl)c([N+](=O)[O-])c1 | -1.8 | -3 | 2 | -3 | -2 | 1 | -5 | -3 | -1 | -12
23 | CCOC(=O)CSc1nnc(Cc2ccc(OC)cc2)n1-c1ccccc1 | -1.1 | 0 | -1 | 6 | 3 | -1 | -4 | 3 | 0 | -9
24 | Cc1ccc(S(=O)(=O)N(C)C)cc1NC(=O)COC(=O)COc1ccc2c(C)cc(=O)oc2c1 | -1.2 | 1 | 5 | -2 | -5 | 0 | 6 | 6 | -2 | 1
